# TNF death inh: blocks TNF-alpha induced death of Jurkat FADD-/- cells. Jurkat FADD-/- TNF necroptosis rescue, ATP luminescence, 24 h; 0 = TNF only, 100 = no-TNF cells. activation (protection from cell death), % at 10 µM. hit rate 0.068% among 220,000. AID 463075;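 active = activation, meaning protection from cell death, of at least 50% relative to plate controls; inactive = activation below 50%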;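 note: necroptosis triggered by 40 ng/mL TNF-alpha added together with compound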
# CHOP inh: CHOP inhibition in unfolded protein response; CHO-K1 CHOP-promoter luciferase, tunicamycin-induced, 15-18 h; inhibition, % at 10 µM; hit rate 3.8% among 220,000; AID 2732;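 active = compounds that reduced the stress-induced luciferase reporter signal by more than about 70% of percent inhibition, limit read from the data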;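 note: 0% = tunicamycin plus vehicle and 100% = wells without tunicamycin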
# TRPML3 ag: agonists of human TRPML3 channel; hit rate 0.29% among 220,000; AID 1448; activation, % at 3 µM; HEK293 TRPML3-YFP, Fluo-8 calcium fluorescence; 100% = the carbachol control signal;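 active = activation above its plate's cutoff, the mean activation of the plate's test wells plus 3 SD, cut at about 12% in these data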;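 note: 0% = DMSO only wells and 100% = carbachol wells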
# Target sequence (Q8TDD5 whole entry, looked up): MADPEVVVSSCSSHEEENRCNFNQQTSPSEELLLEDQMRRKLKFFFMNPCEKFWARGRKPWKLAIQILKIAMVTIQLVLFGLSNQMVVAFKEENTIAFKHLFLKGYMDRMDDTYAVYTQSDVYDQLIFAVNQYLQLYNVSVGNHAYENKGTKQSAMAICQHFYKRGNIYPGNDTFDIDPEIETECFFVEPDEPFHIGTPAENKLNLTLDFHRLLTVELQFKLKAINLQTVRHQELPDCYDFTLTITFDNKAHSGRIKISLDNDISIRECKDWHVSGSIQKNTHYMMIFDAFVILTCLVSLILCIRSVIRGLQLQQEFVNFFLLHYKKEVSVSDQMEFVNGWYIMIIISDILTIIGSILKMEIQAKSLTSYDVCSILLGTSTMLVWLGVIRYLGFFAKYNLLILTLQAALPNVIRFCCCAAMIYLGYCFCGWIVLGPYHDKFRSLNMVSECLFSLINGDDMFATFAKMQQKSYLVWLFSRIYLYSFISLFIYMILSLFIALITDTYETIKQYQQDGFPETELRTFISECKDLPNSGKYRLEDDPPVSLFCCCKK
#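 Test system: TRPML3-YFP stable HEK293 cells. Doses: single point at 3 µM. Incubation: dye loading 1 h 37 °C then 30 min ambient, 125 s read. Signal: Fluo-8 calcium dye fluorescence, ex 470-495, em 515-575 nm. Measure: percent activation from peak-to-basal fluorescence ratio, scaled between DMSO and carbachol.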
# BaF3 tox: parental Ba/F3 viability inhibition as JAK2V617F counter-screen | CellTiter-Glo ATP luminescence | inhibition, % at 5.6 µM | hit rate 1.1% among 220,000;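 active = inhibition above a per-campaign cutoff, the mean inhibition of all tested compounds plus 3 SD, cut at about 27% in these data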;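 note: 0% = DMSO wells and 100% = JAK Inhibitor I control wells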
# TRPN1 ag: activates the zebrafish TRPN1 channel | activation, % at 3 µM | HEK293 zebrafish TRPN1-YFP, Fluo-8 calcium fluorescence; 100% = response to 87 µM carbachol | hit rate 0.18% among 220,000 | AID 1424;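 active = activation above its plate's cutoff, the mean activation of test wells on that plate plus 3 SD, cut at about 19% in these data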;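 note: 0% = DMSO alone and 100% = 87 µM carbachol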
#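 Material – zebrafish TRPN1-YFP in HEK293 cells · Doses – 3 µM single point · Schedule – dye 1 h 37 °C plus 30 min RT · Signal – Fluo-8 calcium fluorescence, excitation 470-495 nm, emission 515-575 nm · Read-out – % activation versus carbachol response · Control set – carbachol high, DMSO low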
# Ba/F3 V617F tox: loss of viability in JAK2V617F-driven Ba/F3 cells. Ba/F3 EpoR-JAK2V617F viability, ATP luminescence. inhibition, % at 5.6 µM. hit rate 1.1% among 220,000. AID 1446;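 active = inhibition above the campaign mean plus 3 SD over all tested compounds, cut at about 24% in these data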;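 note: cytokine-independent growth of Ba/F3 cells driven by EpoR plus mutant JAK2; 0% = DMSO-treated cells and 100% = JAK inhibitor I control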
# RBBP9 inhibitor: inhibitors of human serine hydrolase RBBP9; recombinant RBBP9, FP-Rh probe fluorescence polarization; inhibition, % at 7.94 µM; hit rate 0.2% among 220,000; AID 1515;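 active = inhibition above the campaign mean of all tested compounds plus 3 SD, cut at about 14% in these data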;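 note: plate controls were DMSO wells with RBBP9 for no effect and wells lacking RBBP9 protein for full effect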
# Target sequence (O75884 whole entry, looked up): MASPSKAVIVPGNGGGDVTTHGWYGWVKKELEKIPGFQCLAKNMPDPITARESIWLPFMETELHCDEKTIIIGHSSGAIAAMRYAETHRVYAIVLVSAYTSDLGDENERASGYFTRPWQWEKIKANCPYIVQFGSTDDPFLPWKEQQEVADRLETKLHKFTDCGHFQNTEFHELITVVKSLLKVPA
#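 Test system: recombinant human RBBP9. Quantity: 2.5 µM RBBP9 dispensing solution, before mixing. Detection: FP readout at 525/598 nm. Reagent: Serine-hydrolase probe FP-Rh, 375 nM pre-mixing. Measure: % inhibition. Control set: DMSO-treated enzyme wells and wells lacking RBBP9. Buffer or medium: Tris-NaCl-Pluronic buffer, pH 8.0. Times: preincubation 30 min plus labeling 45 min at 25 °C.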
# PPC-1+TRAIL kill: PPC-1 cancer cell killing with TRAIL present. AID 1443. cell killing (% activity), % at 4 µM. PPC-1 cells + TRAIL, ATPLite viability luminescence. hit rate 0.41% among 220,000;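 active = cell killing above 50% in the first pass at 4 µM, then a duplicate retest at 5 µM averaging 50% or more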;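 note: plate controls were cells with TRAIL plus DMSO for no effect and medium-only wells lacking cells for full effect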
# Wee1 degr inh: blocks degradation of human Wee1 kinase; hit rate 1.2% among 220,000; reporter increase, % at 5 µM; HeLa Luc-Wee1K328M stability, luciferase luminescence; 100% = proteasome inhibitor MG132 effect;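 active = activation above the mean of all tested compounds plus 3 SD, set per screening run, cut at about 8.8% in these data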;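 note: cells exposed to compound for 20 h before luminescence read; 0% = DMSO alone and 100% = MG132 at 30 µM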
# * marks the source's active call; other numbers are inactive results; . = no result given.
# Each structure is followed by: TNF death inh, CHOP inh, TRPML3 ag, BaF3 tox, TRPN1 ag, Ba/F3 V617F tox, RBBP9 inhibitor, PPC-1+TRAIL kill, Wee1 degr inh
COc1cccc(N2C(=O)CC(N3CCC(C(N)=O)(N4CCCCC4)CC3)C2=O)c1 (stereo not given)
    -0.7, 10, 0.9, 3, 1.9, -2, -3, 10, 0
OCCN1CCN(Cc2cc(Br)cc(Br)c2O)CC1
    1.2, -15, -0.7, 2, 0.3, -3, -4, -28, 1
NC(=O)c1ccc(N2CCCCC2)c(N2C(=O)C3C4C=CC(C4)C3C2=O)c1 (stereo not given)
    -1.1, 22, 0.1, 5, 0.2, 0, -5, 9, 3
COC(=O)c1nn(-c2ccccc2)nc1-c1nn(-c2ccccc2)nc1C(=O)OC
    -0.8, -13, 0.0, 1, 1.3, -2, -14, 22, 0
COCn1c(=O)c2c(nc(SC3=NCCS3)n2Cc2ccccc2C)n(COC)c1=O
    -8.3, 59, -0.4, 6, -1.2, -1, -6, 23, 0
Cc1cc(C)n2nc[n+](C)c2n1
    -1.9, 13, -0.2, 4, -0.9, 0, -5, 6, 0
O=C(c1ccco1)N1CCN(c2ccc(F)cc2)CC1
    0.0, -7, 0.5, 6, -0.4, 3, 0, 18, -3
CCCCCN1C(C)=CC(=C(C#N)C#N)C=C1C
    2.5, -1, 0.5, 2, -0.1, 3, -5, 9, -5
Cc1cc(NC(=O)c2cc([N+](=O)[O-])cc([N+](=O)[O-])c2)n(-c2ccccc2)n1
    0.6, -39, 0.1, 1, 0.6, 4, -11, 17, 4
COc1ccc(CCNC(=O)CCN2C(=O)c3ccccc3C2=O)cc1OC
    -0.3, 6, -0.4, 3, 0.0, -3, -1, 22, 0
O=C(NN1C(=O)/C(=C/c2cccnc2)SC1=S)C(c1ccccc1)c1ccccc1
    -4.6, 17, 0.3, 3, -0.1, 4, -11, -15, -2
CCOC(=O)C1(Cc2ccccc2C(F)(F)F)CCN(C2CCC2)CC1
    0.6, 15, 0.1, 6, -0.6, 1, -4, 11, -3
c1ccc(CSc2nnc(-c3ccco3)o2)cc1
    52*, 3, -0.9, 3, -0.1, 1, -4, 0, 7
CC(=O)C1=C(C)N(Cc2ccccc2)C(=O)N[C@H]1c1cccs1
    0.2, 8, -0.3, 8, 0.3, -2, -4, 9, -2
CCCC(=Nc1ccc(N)cc1)C1=C(O)C(C(=O)OC)C(C)(C)CC1=O (stereo not given)
    1.2, 10, 0.3, 5, 0.3, -3, 2, 6, 4
CC(C)Nc1nc(NC(C)C)nc(Oc2ccc(=O)n(C)n2)n1
    -4.8, -2, 0.6, 7, -0.3, 1, 2, -34, 4
O=C(Cn1nc(Cc2cccnc2)c2ccccc2c1=O)NCc1ccc(F)cc1
    0.4, 18, -0.6, 6, 0.1, 5, -12, -8, -1
COc1cccc(CC2(CO)CCCN(Cc3cn(C)c4ccccc34)C2)c1 (stereo not given)
    7.3, 26, 1.4, 2, 0.7, 2, -10, -2, 2
Cc1cccc(C)c1NC(=O)c1cc(-c2ccccn2)nc2ccccc12
    0.5, 8, 0.6, 2, 0.4, -3, -3, -6, 9
COc1ccc(CC(=O)OCC(=O)Nc2ccc3c(c2)OCCO3)cc1OC
    0.5, -1, 0.1, 6, 0.3, 0, 1, -4, 7
O=C(c1cccc([N+](=O)[O-])c1)N1CCN(c2n[nH]c(=O)[nH]c2=O)CC1
    1.6, -8, 0.9, 0, 1.6, -1, 6, 11, 1
COC(=O)N/N=C/c1cc(Cl)cc(Cl)c1OCc1ccc(F)cc1
    0.6, 68, 0.4, 8, 0.3, 0, 3, 18, 4
COc1ccc(/C=C/C(=O)NC(=S)NNC(=O)c2cc(OC)c(OC)c(OC)c2)cc1OC
    0.3, 15, 0.2, 6, 0.6, -5, 0, 22, -2
CC1CCC2(CC1)NC(=O)N(CC(=O)c1ccc[nH]1)C2=O (stereo not given)
    -0.2, -7, -0.2, 3, 0.5, 4, -2, 2, 0
COC(=O)c1ccc(N=NNc2ccc(C(=O)OC)cc2)cc1
    1.6, -46, 0.7, 6, -0.9, 1, -8, 8, 0
CC(c1ccon1)N(C)C(=O)CCc1nnc(CCCCc2ccccc2)o1 (stereo not given)
    1.9, -2, 0.2, 0, -0.8, -2, 4, -2, -1
O=C(/C=C/c1cccc([N+](=O)[O-])c1)NC(=S)Nc1ccccc1C(=O)O
    -4.3, 3, 1.1, 2, -0.2, -1, -1, 7, -1
O=C1CCC(C(=O)N2CCC(CO)(Cc3ccc(Cl)cc3)CC2)=NN1
    1.1, 13, 0.8, 9, 3.0, 0, -2, 6, -2
COc1ccc(-c2nc3c(Br)c(N)c(Br)cc3o2)cc1
    -0.2, -47, 0.5, 1, -1.3, -3, -1, ., 3
CC1=NN(C(=O)c2ccc(C)o2)C(O)(c2ccccc2)C1 (stereo not given)
    0.8, -30, 0.8, 0, -0.8, -2, 4, 16, 0
COc1ccc(S(=O)(=O)NCC(=O)N(CC(=O)NC(C)(C)C)Cc2cccs2)cc1
    1.0, 14, 0.5, 2, 0.3, 0, 1, -4, -3
O=[N+]([O-])c1ccc(NC(=S)N2CCOCC2)cc1
    0.3, -2, 0.6, 2, -0.1, -3, -1, 9, 0
COc1ccc(-c2cc(-c3cc(C)ccc3O)[nH]n2)cc1
    -14, -28, 0.9, 10, 1.6, 32*, -17, 4, 3
C=CCC(CC=C)(NC(=O)c1cccc(C)c1)c1ccccc1
    1.2, 27, -1.8, 6, -4.1, 2, -13, -10, 7
O=C(O)Cn1cnc2c(=S)nc[nH]c21
    2.1, -9, 0.0, 0, -0.5, -8, -4, -3, 0
O=C(Nc1ccc(F)cc1)C1CCCN1S(=O)(=O)c1cccc2nsnc12 (stereo not given)
    1.2, 18, 0.3, 3, 0.4, -1, -7, 6, -3
Cc1ccc(C(=O)OCC(=O)Nc2cc(S(=O)(=O)N3CCOCC3)ccc2C)cc1
    -0.6, 6, 0.9, 4, 1.1, 2, -7, 1, -3
Cc1ccc(-c2nc3ncccc3o2)cc1NC(=S)NC(=O)c1ccco1
    0.1, -1, 0.6, 2, 0.8, 1, -5, -2, 0
CC/C(=C(/CC)c1ccc(O)cc1)c1ccc(O)cc1
    0.5, 56, 0.0, 0, -1.9, -1, -6, -2, -1
O=C(COC(=O)c1cc(Cl)ccc1Cl)NCCN1C(=O)CSC1=O
    1.8, 4, 0.2, 7, 1.3, -2, -7, 34, -1
CC(=O)N1CCC2(CC1)C(C#N)=C(N)Oc1n[nH]c(C)c12
    0.5, 23, 0.5, 1, 0.2, -2, -4, 40, 1
Cc1nc2nc(C)n(-c3ccccc3)c2s1
    -3.6, -10, 0.5, 4, 1.5, -3, -8, -6, -1
O=C(COc1ccc(NS(=O)(=O)c2ccc(F)cc2)cc1)N1CCOCC1
    0.9, -12, 0.7, -1, -0.5, -2, -10, 18, -1
CCn1ncc([C@@H]2C[C@H]3CN(Cc4cccc(Cl)c4)C(=O)[C@]34CCCN24)c1C
    0.1, 25, 0.1, 0, -0.5, 0, 7, -16, 1
COc1ccc(CN2C(=O)CCC2(C)C(=O)NC2CCCCCC2)cc1 (stereo not given)
    0.9, 20, 0.3, 6, -0.3, -1, -1, 3, -1
C/C(=N/O)c1ccc2c(c1)OCCOCCOc1cc(/C(C)=N/O)ccc1OCCOCCO2
    -0.3, 22, 0.0, 1, 0.0, -2, -3, -6, 0
Cc1cc([N+](=O)[O-])nn1CCCC(=O)NCc1ccccc1
    0.8, 4, 0.6, 6, -0.3, -1, -2, -2, 1
O=C1CCCN1C(=O)CCC(=O)N1CCCC1=O
    -0.2, 27, 0.0, 3, -0.5, 0, 2, 20, 3
CC(=O)N(c1ccccc1)C1SC(=O)N(c2ccccc2)C1=O (stereo not given)
    0.4, 24, 0.6, 3, 1.0, -3, -8, 28, 4
Cc1cc2oc(=O)cc(CN3CCN(C/C=C/c4ccccc4)CC3)c2cc1O
    -8.8, 43, 3.2, 5, 3.4, -1, -5, 4, -2
COC(=O)c1ccc(CSc2nc3sc(C)c(C)c3c(=O)[nH]2)cc1
    4.8, -6, 1.2, -7, 1.5, -6, 4, 0, 4
CC(=O)OCC(=O)N1N=C(c2ccc3ccccc3c2)CC1c1ccccc1 (stereo not given)
    -0.8, -2, -0.2, 0, -0.9, 0, 1, 26, 5
CCOc1ccc(Nc2ncnc3ccc([N+](=O)[O-])cc23)cc1
    -0.2, 41, -0.8, 7, -2.7, 0, 0, 8, -3
CN(CC(=O)N1CCCc2c1c(=O)oc1ccc(O)cc21)Cc1ccccc1
    -0.6, 4, -0.5, 4, 0.1, -1, 4, 28, 0
NC(=S)N/N=C/c1coc2ccc(F)cc2c1=O
    -1.3, 28, 0.0, 2, 1.2, 1, -4, 8, 4
CCn1c(CNC(=O)c2cccs2)nnc1SCC(=O)Nc1cc(Cl)ccc1C
    -0.6, 11, -0.1, 5, 2.3, 5, -13, 8, -1
O=C1c2cccc(OCC(=O)N3CCCc4ccccc43)c2CCN1Cc1ccc(Br)cc1
    0.0, 41, -0.2, 3, 1.2, -4, -15, 29, 0
COc1cc(CC(=O)NCCc2ccc(OCc3ccccc3)cc2)c([N+](=O)[O-])cc1OC
    0.8, 1, 0.6, 3, 0.6, -2, -2, 16, 2
CCOCCCNC(=O)c1cc(Sc2nnc(C)s2)nc2ccccc12
    6.6, 19, 2.2, 0, -0.4, -4, -1, -2, 2
Cc1cc(C)nc(N2CCCC(C(=O)Nc3ccc4c(c3)OCCO4)C2)n1 (stereo not given)
    -3.4, -4, 1.1, 3, 0.8, -2, 7, 29, -2

# (more compounds)
# Each structure is followed by: TNF death inh, CHOP inh, TRPML3 ag, BaF3 tox, TRPN1 ag, Ba/F3 V617F tox, RBBP9 inhibitor, PPC-1+TRAIL kill, Wee1 degr inh
O=C(CCC1N=C2c3ccccc3N=C(SCc3ccc(Cl)cc3)N2C1=O)NCc1ccco1 (stereo not given)
    0.8, 26, 1.0, 8, -0.3, 2, -9, -2, 1
COc1ccc(OC)c(NC(=O)CNC(=O)c2cccs2)c1
    1.4, -29, 1.3, 0, 0.9, -3, -2, -4, -3
CCSc1nnc(NC(=O)c2ccc3ccccc3n2)s1
    -1.5, 49, 0.0, 1, 1.1, 3, -13, 12, 8
CC1CCCCN1S(=O)(=O)c1ccc(NC(=O)c2cccs2)cc1 (stereo not given)
    6.3, 5, -0.1, 1, 0.4, -1, -2, 15, -3
COC(=O)c1ccc(Cl)c(NC(=O)CN(c2ccc3c(c2)OCO3)S(C)(=O)=O)c1
    -2.1, 57, -0.1, 1, 1.2, -5, 6, 15, 0
O=[N+]([O-])c1cc(/C=N/N2CCN(Cc3ccccc3)CC2)ccc1Cl
    1.0, 13, 0.8, 9, 0.8, -2, 10, 8, 15*

# Assay outcomes from PubChem.
